Assay outcomes: PubChem BioAssay, National Center for Advancing Translational Sciences (NCATS)
Sm TGR block = S. mansoni TGR enzyme inhibition. Q962Y6. purified TGR, DTNB reduction, TNB absorbance 405 nm. Potency, µM (highest dose often 114 µM), without a hit: at the top dose activity change, negative = inhibition, most hits filed as inhibitors. actives 3% (n = 360,000); also: potency is read from the fitted curve at half-maximal effect; nearly all actives have a fitted effect of over 60% in size
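TGR 20 nM + NADPH 100 uM (dispensed conc.), cpd preinc 15 min RT; start with NADPH (500 uM addition) then DTNB (15 mM addition). Kinetic TNB absorbance, 405 nm filter. Four-parameter Hill fit across titration.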
AMA1-RON2 inh = AMA1-RON2 (P. falciparum) interaction inhibition; AlphaScreen AMA1-biotinylated RON2 peptide binding; Potency, µM (highest dose often 58.2 µM), inactives show top-dose activity change, negative = inhibition, actives largely listed as inhibitors; actives 0.2% (n = 360,000);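 also: potency is read from the fitted curve at half-maximal effect; 0% = vehicle wells and -100% = peptide control; nearly all actives have a fitted effect of over 45% in size; some results filed as inactive show a strong effect at the top dose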
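AMA1 (3D7) with his tag at 25 nM final met compounds first, then biotinylated RON2 peptide at 25 nM; detection used donor plus acceptor beads, 10 µg/mL apiece, read by AlphaScreen after 30 min at room temperature.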
AmpC inh detg = AmpC beta-lactamase inhibition with detergent present; Potency, µM (titrated, usually from 114 µM), without a hit: top-dose activity change, negative = inhibition, usual class: inhibitors; AID 485294; AmpC hydrolysis of nitrocefin, absorbance 480 nm, 0.01% Triton; actives 0.041% (n = 370,000); P00811;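 also: potency is read from the fitted curve at half-maximal effect; 0% = no-compound wells and -100% = no-enzyme wells; nearly all actives have a fitted effect of over 25% in size; some results filed as inactive show a strong effect at the top dose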
Target sequence (P00811 whole entry, looked up): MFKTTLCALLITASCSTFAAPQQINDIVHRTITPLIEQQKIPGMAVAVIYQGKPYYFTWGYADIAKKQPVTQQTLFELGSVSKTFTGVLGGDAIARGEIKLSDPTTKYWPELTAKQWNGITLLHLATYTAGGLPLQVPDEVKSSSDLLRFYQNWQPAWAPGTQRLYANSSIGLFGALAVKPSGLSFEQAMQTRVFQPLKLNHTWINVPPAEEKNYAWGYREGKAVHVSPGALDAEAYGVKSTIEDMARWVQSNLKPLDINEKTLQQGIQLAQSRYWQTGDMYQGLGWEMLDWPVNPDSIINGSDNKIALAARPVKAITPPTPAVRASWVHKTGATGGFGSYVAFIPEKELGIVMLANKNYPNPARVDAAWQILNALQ
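20 mM phosphate pH 7.0 + 0.01% (detergent screen) or 0.0001% Triton X-100; 5.3 nM AmpC reagent; cpd preinc 15 min RT; nitrocefin (800 uM stock) to start; A480 q20 s × 4 min; Activity was normalised to no-enzyme and no-compound control wells.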
HCMV inh = blocks human cytomegalovirus replication | HFF cells, HCMV-luciferase reporter, 72 h; active compounds read low | activity change, negative = inhibition, % at 57.5 µM | actives 4.5% (n = 410,000); in the data active = activity change below about -60%; inconclusive = no clear call, values can overlap the other calls; inactive = above about -39%
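Inhibition of viral replication was scored as loss of reporter luminescence in HFFs infected with HCMV-luciferase (MOI 1 PFU/cell) for 72 h; compounds tested at 2 doses, normalized to buffer and Salinomycin controls.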
FBPA Giardia inh = blocks Giardia fructose-bisphosphate aldolase activity; A8B2U2; purified Giardia FBPA; Potency, µM (series often up to 59.6 µM), for the others: at the top dose activity, negative = inhibition, actives largely listed as inhibitors; actives 0.71% (n = 290,000); also: potency is read from the fitted curve at half-maximal effect; nearly all actives have a fitted effect of over 55% in size
Target sequence (A8B2U2 whole entry, looked up): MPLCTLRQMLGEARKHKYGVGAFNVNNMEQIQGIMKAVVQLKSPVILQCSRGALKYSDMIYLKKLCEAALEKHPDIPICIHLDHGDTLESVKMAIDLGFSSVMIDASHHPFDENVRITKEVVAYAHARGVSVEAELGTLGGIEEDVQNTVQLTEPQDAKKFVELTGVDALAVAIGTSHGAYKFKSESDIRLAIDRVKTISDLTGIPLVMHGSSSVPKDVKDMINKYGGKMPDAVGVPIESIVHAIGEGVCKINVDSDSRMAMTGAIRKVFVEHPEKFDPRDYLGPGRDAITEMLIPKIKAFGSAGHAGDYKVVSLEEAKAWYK
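40 nM FBPA preincubated 10 min at RT with compound (up to 57.5 uM final), then substrate plus GAPDH/TPI/NAD/arsenate coupling and diaphorase/resazurin added. Fluorescence read after 20 min at RT, 525/598 nm.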
HCV inhibitor = inhibitors of hepatitis C virus infection. Huh7.5.1 HCVcc-Cre infection, luciferase reporter, 44 h. actives 3.4% (n = 340,000). Potency, µM (series often up to 41.8 µM), for inactives: at the top dose activity change, negative = inhibition, usual class: inhibitors; also: potency is read from the fitted curve at half-maximal effect
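Cells seeded at 1,000/well and cultured 4 h, then compounds added followed by HCVcc-Cre virus (~0.5 moi). After 44 h further culture, luciferase substrate was added, plates held 15 min at room temperature, and luminescence read for 15 sec.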
An asterisk follows results filed as active; u = inconclusive; x = no result given; & = joins results of further samples; [ ] = dose if it differs, or a comment. Unless noted, calls follow the shape of the dose curve; as a rule, active = well fitted curve in the direction sought with a large enough effect; inconclusive = small, poorly fitted or top-dose-only effect, or another doubt; inactive = no such curve, though single readings can be large; an effect the other way counts as inactive or inconclusive. Unless noted, % is scaled to controls: 0 for no effect and ±100 for the full control effect. No enrichment for hits; overall some 9.3% were active at least once.

item	smiles	Sm TGR block	AMA1-RON2 inh	AmpC inh detg	HCMV inh	FBPA Giardia inh	HCV inhibitor
1	CCc1cccc(C)c1NC(=O)Cn1c(NCCO)nc2ccccc21	-15%	-8%	-4%	-38	1%	-10%
2	Cc1nn(-c2cc(N3CCOCC3)ccc2N)c(=O)c2ccccc12	1%	-8%	-3%	22	-1%	13%&0%
3	Cc1ccc(NC(=O)C2CCCN(S(=O)(=O)c3ccc(F)cc3)C2)cc1 (configuration not stated)	0%	x	1%	18	x	x
4	Cc1ccc2c(c1)-c1c(cnn1CC(=O)N1CCN(c3ccccc3F)CC1)CO2	13%	x	-11%	-87*	x	x
5	CCNc1ccc(C(=O)OCC(=O)NCc2ccc(C)cc2)cc1[N+](=O)[O-]	-5%	6%[11.6 µM]	1%	-5	1%	-5%
6	O=C1N(Cc2cccnc2)C[C@@H]2C[C@@H](c3ccccc3C(F)(F)F)N3CCC[C@@]123	3%	-5%	-10%	-23	10%	10%
7	CCN(CC)S(=O)(=O)c1ccc(N2CCN(c3ccccc3O)CC2)nc1	-7%	-4%	-14%	-40	-2%	11µM*
8	COc1cc(CNCc2c[nH]c3ccccc23)cc(OC)c1	-20%	-23%	-2%	-9	-29%	u
9	O=C(O)c1nn(-c2ccccc2)ccc1=O	11%	0%	-5%	17	-1%	-1%
10	FC(F)(F)c1nc2ccccc2[nH]1	5%	5%	-9%	14	-13%	6%
11	O=c1ccc(-c2ccc(S(=O)(=O)N3CCCCC3)o2)n[nH]1	8%	-3%	2%	0	5%	11%
12	CCCN1CCC(NC(=O)C2CC=CCC2C(=O)O)CC1 (configuration not stated)	-4%	-2%	5%	9	x	9%
13	C/C(=N\NC(=O)C1CCCN(S(=O)(=O)c2ccccc2)C1)c1ccncc1 (configuration not stated)	6%	13%	4%	-31	-2%	-18%
14	CCOC(=O)c1c(C)n(CCO)c2ccc(O)cc12	2%	-3%	-8%	37	-18%	-4%
15	CCCCNCCCOc1cc(Cl)ccc1Cl	-1%	-12%	-4%	-1	4%	-23%

14 entries from above, sorted by length of the SMILES, highest first:
item	smiles	Sm TGR block	AMA1-RON2 inh	AmpC inh detg	HCMV inh	FBPA Giardia inh	HCV inhibitor
6	O=C1N(Cc2cccnc2)C[C@@H]2C[C@@H](c3ccccc3C(F)(F)F)N3CCC[C@@]123	3%	-5%	-10%	-23	10%	10%
4	Cc1ccc2c(c1)-c1c(cnn1CC(=O)N1CCN(c3ccccc3F)CC1)CO2	13%	x	-11%	-87*	x	x
13	C/C(=N\NC(=O)C1CCCN(S(=O)(=O)c2ccccc2)C1)c1ccncc1 (configuration not stated)	6%	13%	4%	-31	-2%	-18%
3	Cc1ccc(NC(=O)C2CCCN(S(=O)(=O)c3ccc(F)cc3)C2)cc1 (configuration not stated)	0%	x	1%	18	x	x
7	CCN(CC)S(=O)(=O)c1ccc(N2CCN(c3ccccc3O)CC2)nc1	-7%	-4%	-14%	-40	-2%	11µM*
11	O=c1ccc(-c2ccc(S(=O)(=O)N3CCCCC3)o2)n[nH]1	8%	-3%	2%	0	5%	11%
2	Cc1nn(-c2cc(N3CCOCC3)ccc2N)c(=O)c2ccccc12	1%	-8%	-3%	22	-1%	13%&0%
1	CCc1cccc(C)c1NC(=O)Cn1c(NCCO)nc2ccccc21	-15%	-8%	-4%	-38	1%	-10%
8	COc1cc(CNCc2c[nH]c3ccccc23)cc(OC)c1	-20%	-23%	-2%	-9	-29%	u
12	CCCN1CCC(NC(=O)C2CC=CCC2C(=O)O)CC1 (configuration not stated)	-4%	-2%	5%	9	x	9%
14	CCOC(=O)c1c(C)n(CCO)c2ccc(O)cc12	2%	-3%	-8%	37	-18%	-4%
9	O=C(O)c1nn(-c2ccccc2)ccc1=O	11%	0%	-5%	17	-1%	-1%
10	FC(F)(F)c1nc2ccccc2[nH]1	5%	5%	-9%	14	-13%	6%
15	CCCCNCCCOc1cc(Cl)ccc1Cl	-1%	-12%	-4%	-1	4%	-23%

(further entries)
item	smiles	Sm TGR block	AMA1-RON2 inh	AmpC inh detg	HCMV inh	FBPA Giardia inh	HCV inhibitor
16	COc1ccccc1C(=O)NC1(C(F)(F)F)C(=O)Nc2c1c(=O)[nH]c(=O)n2-c1ccccc1 (configuration not stated)	10%	x	24%	5	x	x
17	O=C(O)C1=NN(c2cc(Cl)c(S(=O)(=O)O)cc2Cl)C(=O)C1	x	2.8µM*	x	-25	x	19%
18	CC(C(=O)Nc1ccc(O)c(C(=O)O)c1)N1C(=O)/C(=C/c2cccs2)SC1=S (configuration not stated)	0%	2%	-2%	-23	x	7%
19	CCOC(=O)N1CCC(NS(=O)(=O)c2cc(C(=O)OC)n(C)c2)CC1	10%	-3%	-15%	17	8%	-3%
20	Cc1ccccc1-n1c(O)c(/C=N/c2nccs2)c(=O)[nH]c1=O	-27%&-18%	-4%	2%&-12%	-28&71	-8%&-19%	14%&-3%
21	O=[N+]([O-])c1nn(-c2ccccc2)n(O)c1=NC1CCN(Cc2ccccc2)CC1	x	-18%	3%	u	-10%	2µM*
22	COc1ccccc1/C=N/NC(=O)CSc1ccc2ccccc2n1	0%	6%	-1%	u	u	u
23	CCOc1ccccc1CN1CCN(Cc2nc3c(s2)CCCC3)CC1CCO (configuration not stated)	u	10%	-3%	u	4%	-23%
24	COc1ccc(N(Cc2cccs2)C(=O)COc2ccc([N+](=O)[O-])cc2)cc1	4%	x	20%	u	x	x
25	Cc1c(C(=O)c2ccc3c(c2)OCO3)ccc2c1OCO2	x	-2%	x	3	x	-5%
26	CCCc1nnc(SCCSc2nnc(CCC)n2N)n1N	7%	-3%	4%	-16	3%	-6%
27	Cc1ccc(Cn2cccc(-c3nc4ccccc4s3)c2=O)cc1	-4%	35%[activator]	-6%	64	-3%	u
28	O=C(c1ccccc1)N1N=C(c2cccs2)CC1c1ccccc1O (configuration not stated)	6%	19%	6%	47	-6%	12%
29	Cc1ccsc1C(=O)OCC(=O)NCCCc1ccccc1	0%	2%	-2%	-39	3%	1%
30	Cc1nc2ccc(S(=O)(=O)NCC(=O)O)cc2s1	2%	-1%	u	13	12%	7%
31	CCOC(=O)c1scc(-c2ccc(C)cc2)c1S(=O)(=O)Nc1cc(OC)ccc1OC	-2%	x	20%	-23	x	x
32	Cc1ccc(S(=O)(=O)CCC(=O)OCC(=O)NC(C)c2ccccc2)cc1 (configuration not stated)	-3%	5%	-12%	-4	x	26%
33	N[C@H]1CONC1=O	x	75%[activator]	x	x	-1%	13%
34	CCOC(=O)/C(C#N)=N/Nc1ccc(S(=O)(=O)N2CCc3ccccc32)cc1	3%	-19%	-8%	-19	6%	u
35	COc1ccc(CCNC(=O)CCc2c(C)nc3c(c(C)nn3-c3ccc(C)cc3)c2C)c(OC)c1	-10%	x	-4%	8	x	x
36	O=C(OC(c1ccccc1)c1nccc2ccccc12)c1ccccc1 (configuration not stated)	x	-18%	x	u	x	u
37	Cc1ccc(NC(=O)COC(=O)COc2ccc3ccc(=O)oc3c2)cc1[N+](=O)[O-]	-11%	3%	u	-32	x	21%
38	CCc1nc(NCCO)c(C#N)c2c1CSC(C)(C)C2	u	-8%	-8%	-31	-6%	-24%
39	CCOC(=O)C1=C(Cc2ccc(Cl)cc2)C(=O)c2ccccc2C1=O	3.5µM*	u	-15%	x	2.5µM*	11µM*
40	CC1(C)CC(=O)C2=C(C1)N(c1ccc(F)cc1)C(=O)CC2c1ccsc1 (configuration not stated)	4%	0%	u	-34	1%	2%
41	CCc1cc(-c2n[nH]c(=S)n2N)n(C)n1	11%	20%	-11%	-3	10µM*	28%
42	COc1ccc2c(c1)NC(C)(C)C=C2C	40µM*	u	-3%	-30	u	u
43	O=c1cc(-c2ccccc2)c2c(O)cc(O)cc2o1	-32%	3%	-19%	-40	3%	-12%
44	C=CCNC(=O)/C(C#N)=C/c1ccc(C(=O)O)cc1	12%	-11%	-4%	-27	-1%	9%
45	CCCCc1ccc(C(=O)NC(C(=O)O)C(C)C)cc1 (configuration not stated)	2%	-1%	1%	6	9%	13%
46	CC(Sc1ncnc2sccc12)C(=O)Nc1ccc(C(N)=O)cc1 (configuration not stated)	17%	-3%	5%	16	4%	0%
47	Cc1ccc(C)c(C(C)NC(=S)NC2CCCCC2)c1 (configuration not stated)	-18%	3%	0%	u	-2%	u
48	CCOCCCn1c(SCC(=O)Nc2ccc(NC(C)=O)cc2)nc2ccccc2c1=O	-35%	8%	5%	-12	0%	-8%
49	O=C(CCCCCNC(=O)N1CCn2c1nc1ccccc12)N[C@@H](C(=O)O)c1ccccc1	3%	-1%	-7%	-4	-29%	-3%
50	CCOC(=O)c1ccccc1NS(=O)(=O)c1ccccc1F	-2%[11.4 µM]	31%[activator]	-14%	-25	-19%	-3%
51	CCOC(=O)C1=C(O)C(=O)N(CCCn2ccnc2)C1c1ccc(OC)cc1 (configuration not stated)	8%	x	-7%	x	-9%	x
52	COc1ccc(NC(=O)Cn2cc(C#N)c3ccccc32)cc1	-9%	-1%	u	-10	6%	1%
53	COCCn1ccc(O)c(Cc2ccccc2)c1=O	5%	-1%	u	-15	-17%	3%
54	CCC1SC(CC)C(=O)N(CC(=O)NCCc2ccccc2)C1=O (configuration not stated)	0%	7%	4%	-32	2%	27%
55	COC(=O)c1ccc2nc3c(cc2c1)[C@@H]1CCN2C(=O)CCC[C@H](C3)[C@H]12	x	-3%	x	-21	x	22%
56	CCS(=O)(=O)c1ccc2oc(=O)c(/C=C(\O)c3ccc(Cl)cc3)nc2c1	-28%	45%[activator]	-2%	-29	0%	3%
57	Cc1ccc(NC(=O)CSc2nccn2Cc2ccc3c(c2)OCO3)c(C)c1	-3%	x	2%	26	x	x
58	Cc1onc(-c2c(Cl)cccc2Cl)c1C(=O)NC1C(=O)N2C1SC(C)(C)C2C(=O)O (configuration not stated)	-11%	24%	u	-24	-4%&-13%	-3%
59	COc1ccc(NC(=O)/C=C/c2ccccc2[N+](=O)[O-])c(OC)c1	-2%	-17%	-12%	-14	-9%	u
60	Cc1cc(C(=O)N2CCN(Cc3ccc4c(c3)OCO4)CC2)on1	-6%	3%	u	-29	2%	-6%
